Vif-A3F inh – inhibitors of Vif-A3F interaction; HeLa A3F-eYFP + Vif (tagged APOBEC3F with the HIV-1 protein that degrades it), YFP fluorescence increase; Potency, µM (titrated, usually from 46.1 µM), without a hit: at the top dose activity, negative = active; 390,000 compounds, 0.2% hits; AID 602313; note: potency is the fitted concentration of half-maximal effect; % of control where 0% means no effect; nearly all actives have a fitted effect of over 65% in size
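HeLa cells stably expressing Vif plus C-terminally eYFP-tagged A3F were seeded, incubated overnight at 37 deg C, dosed with compound, incubated overnight again at 37 deg C. Yellow fluorescence (Ex 488/Em 500-530) reported blocked Vif-mediated A3F-eYFP degradation.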
RXFP1 agonist – RXFP1 (human) receptor agonism; HEK293T-RXFP1 cAMP TR-FRET, 30 min; response scale: percent of porcine relaxin response, buffer zero; Q9HBX9; Potency, µM (doses to about 57.5 µM), without a hit: top-dose activation, hits mostly activators; 370,000 compounds, 0.3% hits; note: potency is the fitted concentration of half-maximal effect; % is set by controls: 0 for no effect and ±100 for the full control effect; nearly all actives have a fitted effect of over 60% in size; many of its hits are not listed in these tables
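Agonist response is measured as cAMP accumulation in an RXFP1-transfected HEK293T line under PDE4 inhibition. Values are scaled between buffer-only and 29 nM porcine relaxin, and EC50s come from standard Hill equation fits.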
Vif-A3G inh – inhibitors of Vif-APOBEC3G interaction; Potency, µM (top dose mostly 46.1 µM), without a hit: at the top dose activity, negative = active, usual class: inhibitors; 410,000 compounds, 0.076% hits; Q9HC16; HeLa A3G-eYFP + Vif (tagged APOBEC3G with the HIV-1 protein that degrades it), YFP fluorescence, overnight;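 note: potency is the fitted concentration of half-maximal effect; % is set by controls: 0 for no effect and ±100 for the full control effect; nearly all actives have a fitted effect of over 60% in size; hits raise eYFP signal because A3G escapes Vif-driven loss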
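Read-out is eYFP fluorescence (Ex 488/Em 500-530) from Vif-expressing HeLa A3G-eYFP cells; more signal means A3G escaped Vif-mediated degradation. Cells plated overnight, compound pinned in, incubated overnight at 37 deg C.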
PI4K2A inh – PI4K2A (human) kinase inhibition; 420,000 compounds, 0.13% hits; activity change, negative = inhibition, % at 76.9 µM; purified PI4K2A, ADP-Glo luminescence, 1 h; hits give low values; AID 1346378; in the data active = activity change below about -50%; inconclusive = mostly about -30% to -49%;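 note: -100% = wells without enzyme as full effect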
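Compounds are screened against recombinant PI4K2A using PI as substrate and ATP, the latter dispensed at 300 microM. Reactions run one hour at ambient temperature before ADP-Glo detection; full inhibition defined by wells lacking enzyme.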
USP1-UAF1 inh – USP1/UAF1 (human) deubiquitinase inhibition; 390,000 compounds, 0.23% hits; Potency, µM (highest dose often 57.1 µM), without a hit: at the top dose activity change, negative = inhibition, hits mostly inhibitors; O94782; recombinant USP1/UAF1, Ub-Rhodamine cleavage fluorescence; note: potency is the fitted concentration of half-maximal effect; % is set by controls: 0 for no effect and ±100 for the full control effect; nearly all actives have a fitted effect of over 60% in size; inactives centre near -12
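High-throughput fluorogenic screen: 1nM USP1/UAF1 complex, Ub-Rho substrate 150nM final, 50mM HEPES pH 7.8 with 0.5mM EDTA, 0.1 mg/ml BSA, 1mM TCEP and 0.01% Tween-20.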
LDHA block – LDHA (human) enzyme inhibition | 480,000 compounds, 0.15% hits | activity change, % (values are at about 110 or 230 µM) | purified LDHA, NADH/diaphorase-resazurin fluorescence; hits give low values | P00338; in the data active = activity change below about -30%; inconclusive = mostly about -25% to -30%;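 note: plate controls were DMSO wells for no effect and wells without enzyme for full effect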
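LDH5 2 nM; NADH 0.06 mM, pyruvate 0.2 mM; 200 mM Tris pH 7.4, EDTA, Tween-20; 5 min RT. Detection: diaphorase 0.133 mg/mL + resazurin 37 µM, fluorescence ex540/em590 at 0 and 20 min; normalized to enzyme-free and DMSO wells.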
TrxR1 substrate – rat thioredoxin reductase 1 substrate activity; Potency, µM (highest dose often 114 µM), inactives show at the highest dose activity change, negative = substrate turnover; 390,000 compounds, 0.01% hits; O89049; AID 588456; purified TrxR1 substrate turnover, NADPH consumption readout; note: potency is the fitted concentration of half-maximal effect; % is set by controls: 0 for no effect and ±100 for the full control effect; nearly all actives have a fitted effect of over 50% in size
Target sequence (O89049 whole entry, looked up): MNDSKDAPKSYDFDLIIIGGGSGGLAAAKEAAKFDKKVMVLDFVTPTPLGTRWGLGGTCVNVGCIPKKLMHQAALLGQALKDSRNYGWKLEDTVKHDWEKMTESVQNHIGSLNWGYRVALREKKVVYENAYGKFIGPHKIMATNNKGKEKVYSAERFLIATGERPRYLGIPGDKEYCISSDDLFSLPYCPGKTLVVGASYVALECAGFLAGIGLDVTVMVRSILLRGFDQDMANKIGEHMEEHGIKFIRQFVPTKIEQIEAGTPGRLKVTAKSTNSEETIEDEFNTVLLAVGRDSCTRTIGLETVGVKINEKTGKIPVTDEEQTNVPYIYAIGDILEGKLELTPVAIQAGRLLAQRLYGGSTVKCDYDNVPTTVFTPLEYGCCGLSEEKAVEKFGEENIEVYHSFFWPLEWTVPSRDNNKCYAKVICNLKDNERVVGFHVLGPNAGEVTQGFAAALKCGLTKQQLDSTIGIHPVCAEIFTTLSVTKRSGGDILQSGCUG
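Rat TrxR1, dispensed at 90 nM, was prereduced with 400 uM NADPH (final) for 5 min at ~22 deg C, then incubated with compound 15 min before 400 uM selenite. A first-read NADPH fluorescence drop versus no-compound background flagged substrates.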
Glioma ERSR ind – induces the endoplasmic reticulum stress response in human glioma cells; Potency, µM, for inactives: top-dose activation, usual class: activators; U87-MG GRP78 promoter luciferase reporter, 16 h; 420,000 compounds, 0.02% hits; note: potency is the fitted concentration of half-maximal effect; series mostly up to about 76 µM; % of control where 0% means no effect; nearly all actives have a fitted effect of over 35% in size
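Stably transfected U87-MG human glioma cells carrying a GRP78-based luminescent sensor were seeded at 1000 cells/well, pin-dosed with compounds and incubated 16 h. Luciferase reagent was then added, and end-point luminescence was read after 10 min at room temperature.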
mIDH1 inhibitor – blocks human mutant IDH1 R132H enzyme | O75874 | IDH1-R132H enzyme, NADPH consumption, diaphorase/resazurin fluorescence | Potency, µM (doses to about 76.6 µM), without a hit: at the highest dose activity change, negative = inhibition, hits mostly inhibitors | 390,000 compounds, 0.093% hits | AID 602179; note: potency is the fitted concentration of half-maximal effect; % is set by controls: 0 for no effect and ±100 for the full control effect; nearly all actives have a fitted effect of over 65% in size
Target sequence (O75874 whole entry R132H, stated change not applied): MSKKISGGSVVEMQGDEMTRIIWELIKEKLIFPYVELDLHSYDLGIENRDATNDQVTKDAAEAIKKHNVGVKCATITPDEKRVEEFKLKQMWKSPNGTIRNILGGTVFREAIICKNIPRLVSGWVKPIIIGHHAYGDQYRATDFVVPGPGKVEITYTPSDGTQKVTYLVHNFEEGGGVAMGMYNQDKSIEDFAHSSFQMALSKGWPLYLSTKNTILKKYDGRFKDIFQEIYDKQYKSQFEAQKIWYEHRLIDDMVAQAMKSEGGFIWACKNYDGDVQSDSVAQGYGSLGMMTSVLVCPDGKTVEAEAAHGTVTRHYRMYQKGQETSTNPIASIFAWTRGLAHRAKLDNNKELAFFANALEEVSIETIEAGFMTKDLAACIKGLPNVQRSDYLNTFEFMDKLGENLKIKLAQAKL
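IDH1-R132H (0.5 ug/mL) preincubated 30 min with compound, then NADPH (0.016 mM) and alpha-KG (2 mM) added; 80 min at RT, pH 7.5. Remaining NADPH coupled via diaphorase/resazurin to fluorescence (540/590 nm); concentration-response curves normalized to no-enzyme control.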
* = called active by the depositor; u = inconclusive; x = not tested or not shown; & = joins results of further samples; [ ] = remark or other dose. Unless noted, calls come from the whole dose curve; as a rule, active = well fitted curve in the direction sought with a large enough effect; inconclusive = small, poorly fitted or top-dose-only effect, or another doubt; inactive = no such curve, though single readings can be large; an effect the other way counts as inactive or inconclusive.

SMILES	Vif-A3F inh	RXFP1 agonist	Vif-A3G inh	PI4K2A inh	USP1-UAF1 inh	LDHA block	TrxR1 substrate	Glioma ERSR ind	mIDH1 inhibitor
CCOC(=O)C1C(=O)C=C(c2ccc(C)cc2)CC1c1cccc([N+](=O)[O-])c1 (configuration not stated)	0.4%	0.5%	-15.4%	-1.3	-14.1%	-8.7	-11.8%	1.0%	5.1%
COc1ccc(C2(C)CC(C)(C)Nc3ccccc32)cc1 (configuration not stated)	-23.2%	-0.1%	-6.6%	-0.6	-23.2%	2.9	5.1%	-3.6%	7.8%
COc1ccc(-c2cc(C(=O)NC(C)c3ccccn3)c3ccccc3n2)cc1OC (configuration not stated)	-1.3%	3.0%	-5.0%	-5.5	-8.1%	-2.0	-14.6%	-8.1%	-14.6%
Cn1nc(C(F)(F)F)c(/C=N/OCc2c(Cl)cccc2Cl)c1Cl	-0.8%	1.3%	0.0%	-2.6	-17.3%	2.7	5.4%	-1.6%	-3.1%
CCOC(=O)C1CCN(S(=O)(=O)c2ccc3[nH]c4c(c3c2)CCCC4)CC1	-5.5%	-2.0%	1.3%	1.1	-28.5%	2.8	-14.0%	2.0%	0.0%
CSCCC(NC(=O)c1ccccc1)C(=O)NC1CCCC1 (configuration not stated)	7.4%	1.8%	-3.2%	9.2	-19.4%	2.7	4.3%[57.1 µM]	-3.0%	-3.1%
CCOc1ccc(NC(=S)NC(C)c2cccs2)cc1 (configuration not stated)	-6.0%	1.8%	-0.4%	1.2	-11.8%	-7.4	9.0%[0.0914 µM]	-1.4%	1.8%
COc1ccc(S(=O)(=O)N(CC(=O)NCCSCc2ccccc2)c2ccc(C)cc2)cc1	0.7%	-1.8%	5.1%	4.8	-10.1%	-9.3	-1.8%	-3.5%	0.0%
CCc1nc2ccc(C(=O)NC(C)(C)C)cn2c1N(CC)Cc1cccc(Br)c1	x	x	-4.9%	2.3	x	3.0	x	0.9%	x
Cc1c(Cl)cnc(NC(=O)COC(=O)C2CCCC2)c1Cl	-0.4%	x	-3.7%	-4.3	-18.8%	4.0	2.5%	-3.1%	2.9%
CCCOc1ccc(Oc2ccc(S(=O)(=O)N3CCN(C)CC3)cn2)cc1	-19.2%	-1.9%	1.6%	7.4	-2.5%	-2.9	10.1%	-4.7%	4.5%
O=C(Nc1ccc2[nH]ncc2c1)C1CCC1	7.2%	0.5%	0.8%	0.0	-6.5%	4.3	9.6%[57.1 µM]	-2.9%	-2.7%
CCn1c(CNC(=O)C23CC4CC(CC(C4)C2)C3)nnc1SCC(=O)Nc1ccc(F)cc1	-4.4%	0.9%	-4.9%	-0.5	-10.5%	4.8	4.5%	2.2%	10.7%
CC1CCC2C(=O)N(c3ccc(NC4CCN(Cc5ccccc5)CC4)c([N+](=O)[O-])c3)C(=O)C2C1 (configuration not stated)	0.4%	-1.0%	3.6%	-5.5	-11.5%	0.1	8.2%	-2.4%	1.9%
COc1cccc(C2/C(=C(/O)c3cnn(-c4ccccc4)c3C)C(=O)C(=O)N2CCN(C)C)c1OC (configuration not stated)	-1.8%	18.8%	-3.8%	0.4	-9.1%	-6.2	0.7%[57.1 µM]	-4.7%	-4.7%
COC(=O)CSc1ncnc2c1sc1nc(N3CCOCC3)c3c(c12)CCCC3	9.9%	-0.7%	-1.6%	0.1	-19.6%	-2.9	10.6%	-2.8%	5.1%
CC(=O)Nc1ccc(-c2nnc(SCc3ccccc3)n2C)cc1	x	x	-2.1%	x	x	1.9	5.4%	-0.4%	x
O=C(c1cccc([N+](=O)[O-])c1)N1CCOCC1	u	1.2%	1.3%	-1.9	-4.0%	-6.1	7.6%[57.1 µM]	-5.9%	4.1%
Cc1ccc(C(=O)N2CC(C)CC(C)C2)cc1S(=O)(=O)N1CCCCC1 (configuration not stated)	4.6%	2.3%	3.2%	-2.3	-23.3%	-2.6	3.2%	-0.5%	5.4%
CC(C)(C)OC(=O)N1CCC(c2c(C(=O)NCc3cccc(Cl)c3)cnn2-c2ccc(F)cc2)CC1	3.2%	-1.7%	-3.0%	-2.4	-28.5%	-0.1	-2.7%	-1.3%	12.8%
CCNc1nc(Oc2ccc(C(=O)OC)cc2)nc(SC)n1	1.9%	-0.7%	-16.9%	-1.2	-13.9%	-6.3&0.0	-5.2%	-0.9%	7.4%
O=[N+]([O-])c1cc(Cl)cc2c1nc(NCCO)c1ccccc12	-1.9%	3.0%	-19.5%	-0.4	-5.1%	-7.9	-8.0%	-5.1%	0.0%
CCOc1ccccc1N(CC(=O)NC1CCCC1)C(=O)CCC(=O)Nc1cc(C)on1	-3.9%	2.9%	0.7%	-2.1	-9.6%	-2.0	-8.5%	-0.1%	4.1%
COc1cc(NC(=O)Cn2c(=O)n(C(C)C)c(=O)c3oc4ccccc4c32)cc(OC)c1	8.3%	-0.4%	5.2%	-2.3	-17.8%	-0.5	4.9%	-2.4%	3.0%
Cc1nc2ccccn2c1C(=O)OCC#N	-0.8%	u	0.7%	-7.1	-5.5%	-5.9	0.2%	-2.1%	2.6%

The last 6 records of the section before are carried over, then new ones follow:
SMILES	Vif-A3F inh	RXFP1 agonist	Vif-A3G inh	PI4K2A inh	USP1-UAF1 inh	LDHA block	TrxR1 substrate	Glioma ERSR ind	mIDH1 inhibitor
CC(C)(C)OC(=O)N1CCC(c2c(C(=O)NCc3cccc(Cl)c3)cnn2-c2ccc(F)cc2)CC1	3.2%	-1.7%	-3.0%	-2.4	-28.5%	-0.1	-2.7%	-1.3%	12.8%
CCNc1nc(Oc2ccc(C(=O)OC)cc2)nc(SC)n1	1.9%	-0.7%	-16.9%	-1.2	-13.9%	-6.3&0.0	-5.2%	-0.9%	7.4%
O=[N+]([O-])c1cc(Cl)cc2c1nc(NCCO)c1ccccc12	-1.9%	3.0%	-19.5%	-0.4	-5.1%	-7.9	-8.0%	-5.1%	0.0%
CCOc1ccccc1N(CC(=O)NC1CCCC1)C(=O)CCC(=O)Nc1cc(C)on1	-3.9%	2.9%	0.7%	-2.1	-9.6%	-2.0	-8.5%	-0.1%	4.1%
COc1cc(NC(=O)Cn2c(=O)n(C(C)C)c(=O)c3oc4ccccc4c32)cc(OC)c1	8.3%	-0.4%	5.2%	-2.3	-17.8%	-0.5	4.9%	-2.4%	3.0%
Cc1nc2ccccn2c1C(=O)OCC#N	-0.8%	u	0.7%	-7.1	-5.5%	-5.9	0.2%	-2.1%	2.6%
COc1ccc(NC(=O)CN(C)C(=O)c2cccnc2Sc2ccc(C)c(C)c2)cc1	5.7%	-0.1%	0.4%	-2.7	-2.9%	-5.9	-7.7%	-2.5%	0.0%
Cc1ccc(-c2nn(C)c(=O)c3ccccc23)cc1CNC(=O)c1ccco1	-4.5%	-2.6%	-19.8%	-15.0	-26.8%	-12.5	2.0%	-3.7%	8.2%
COc1ccc(C(=O)Nc2ccc(OCc3ccccc3)cc2)cc1[N+](=O)[O-]	-5.8%	2.8%	-3.6%	7.2	-25.8%	0.0	7.4%	-1.6%	2.9%
CC1CCc2nc3ccccc3c(C(=O)OCC(=O)NC3CCS(=O)(=O)C3)c2C1 (configuration not stated)	1.6%	1.9%	2.4%	0.7	3.8%	-7.1	0.4%	-1.4%	13.1%
Cc1ccc(C)c(Cn2c3ccccc3c3cnn(CC(=O)NC4CCC(C)CC4)c(=O)c32)c1 (configuration not stated)	-0.5%	-0.4%	-3.9%	-12.5	-18.6%	-4.5	6.6%	-4.4%	-10.7%
CC(C)C[C@@H](CN1CCCC1CN1C(=S)NC[C@@H]1Cc1ccc(O)cc1)N1C[C@H](Cc2ccc(O)cc2)N(CC2CCCCCC2)C1=S (some centres not stated)	3.2%	x	-13.2%	7.2	u	-2.2	-8.3%	-11.4%	-3.7%
CCC1(c2ccccc2)NC(=O)N(CC(=O)NCc2ccncc2)C1=O (configuration not stated)	3.8%	0.1%	-0.1%	4.1	-8.9%	2.2	6.7%	-6.6%	-10.0%
Cc1ccc(C2C(C#N)=C(N)N(c3ncn[nH]3)C3=C2C(=O)CC(C)(C)C3)cc1 (configuration not stated)	x	0.4%	2.3%	0.8	-12.0%	-1.7	4.8%[2.29 µM]	-2.6%	1.1%

Record cards, from the list above. Values in the order: Vif-A3F inh, RXFP1 agonist, Vif-A3G inh, PI4K2A inh, USP1-UAF1 inh, LDHA block, TrxR1 substrate, Glioma ERSR ind, mIDH1 inhibitor
CCC1(c2ccccc2)NC(=O)N(CC(=O)NCc2ccncc2)C1=O (configuration not stated) across the screens: 3.8%, 0.1%, -0.1%, 4.1, -8.9%, 2.2, 6.7%, -6.6%, -10.0%
COc1ccc(NC(=O)CN(C)C(=O)c2cccnc2Sc2ccc(C)c(C)c2)cc1 across the screens: 5.7%, -0.1%, 0.4%, -2.7, -2.9%, -5.9, -7.7%, -2.5%, 0.0%

A portion of the library. The share of hits here may be higher or lower than overall.
